M4 ag = agonists of human muscarinic M4 receptor (CHRM4) | P08173 | CHO-K1 hM4/Gqi5, Fluo-8 calcium fluorescence; vehicle 0%, full acetylcholine response 100% | activation, % at 3 µM | actives 0.14% (n = 360,000) | AID 624127;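 active means activation above the run mean over all test wells plus 3 SD, cut at about 32% in these data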;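 further: peak over basal fluorescence ratio per well then scaled between controls; 0% = DMSO wells and 100% = acetylcholine at EC100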
Target sequence (P08173 whole entry, looked up): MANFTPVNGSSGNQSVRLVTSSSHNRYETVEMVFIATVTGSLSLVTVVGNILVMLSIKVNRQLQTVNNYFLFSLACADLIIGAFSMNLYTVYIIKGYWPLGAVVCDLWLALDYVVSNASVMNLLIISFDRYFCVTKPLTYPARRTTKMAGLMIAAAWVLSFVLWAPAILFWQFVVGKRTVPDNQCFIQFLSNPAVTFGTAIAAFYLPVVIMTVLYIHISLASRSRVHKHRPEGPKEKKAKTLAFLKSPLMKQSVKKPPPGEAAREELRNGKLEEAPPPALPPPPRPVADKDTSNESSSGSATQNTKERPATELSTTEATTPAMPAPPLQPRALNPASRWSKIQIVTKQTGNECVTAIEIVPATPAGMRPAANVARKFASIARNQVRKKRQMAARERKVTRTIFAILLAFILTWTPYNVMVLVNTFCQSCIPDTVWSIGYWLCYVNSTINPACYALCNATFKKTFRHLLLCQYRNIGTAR
CHO-K1 Ca ag = counter-screen for M1 agonists: effect in parental CHO-K1 cells | Fluo-8 calcium fluorescence; scaled to maximal ATP response, vehicle zero | activation, % at 3 µM | actives 0.48% (n = 360,000) | AID 602248; in the data active means activation above about 15%;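 further: untransfected CHO-K1 host cells lacking M1 receptor as counterscreen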
M1 PAM parental = M1 PAM counterscreen hit in parental CHO-K1 cells | ATP EC20, Fluo-8 calcium fluorescence; 0% at ATP EC20, 100% at ATP max | activation, % at 3 µM | actives 0.02% (n = 360,000);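 active means activation above the run cutoff, the mean activation of all test compounds plus 3 SD, cut at about 40% in these data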;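 further: peak over basal fluorescence ratio in a 140 s read after ATP addition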
CHO-K1 Ca antag = nonselective inhibitor or artifact in parental CHO-K1 cells | ATP-induced calcium, Fluo-8 fluorescence | inhibition, % at 3 µM | actives 0.6% (n = 360,000);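 active means inhibition above a per-plate cutoff, the plate's mean sample inhibition plus 3 SD, cut at about 24% in these data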;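 further: 0% = DMSO plus EC80 ATP and 100% = DMSO alone without ATP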
CHRM5 PAM = potentiates acetylcholine response at human M5 receptor; P08912; actives 0.3% (n = 360,000); activation, % at 3 µM; AID 624038; CHO-K1 hM5, Fluo-8 calcium, ACh EC20 PAM; 0% = ACh EC20, 100% = ACh EC100;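 active means activation above the run cutoff, the mean activation of all test compounds plus 3 SD, cut at about 18% in these data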
Target sequence (P08912 whole entry, looked up): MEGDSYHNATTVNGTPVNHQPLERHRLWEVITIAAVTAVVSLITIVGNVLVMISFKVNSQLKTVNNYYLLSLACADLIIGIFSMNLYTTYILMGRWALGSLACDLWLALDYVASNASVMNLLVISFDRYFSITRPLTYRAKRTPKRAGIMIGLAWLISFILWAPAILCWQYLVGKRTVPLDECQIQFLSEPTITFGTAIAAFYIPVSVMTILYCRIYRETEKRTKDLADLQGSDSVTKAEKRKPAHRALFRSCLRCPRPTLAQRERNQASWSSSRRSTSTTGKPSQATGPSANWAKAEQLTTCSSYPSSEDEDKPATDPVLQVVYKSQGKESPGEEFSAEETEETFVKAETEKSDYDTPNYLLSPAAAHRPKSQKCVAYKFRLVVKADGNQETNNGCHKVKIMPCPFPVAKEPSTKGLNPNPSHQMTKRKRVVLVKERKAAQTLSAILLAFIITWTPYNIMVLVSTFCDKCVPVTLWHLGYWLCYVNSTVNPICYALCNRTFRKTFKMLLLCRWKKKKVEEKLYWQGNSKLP
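System: CHO-K1 hM5 cells. Reagent: acetylcholine, EC20 level. Compound dosing: single dose, 3 µM nominal final test concentration. Timing: Post-acetylcholine fluorescence recording 140 s. Detection: Fluo-8 calcium fluorescence. Read-out: % activation, ACh-normalized. Benchmarks: ACh EC20 and EC100 wells. Repeats: singlicate, one well per test compound.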
CHRM4 PAM = positive allosteric modulators of human muscarinic M4 receptor; actives 0.4% (n = 360,000); P08173; AID 624126; CHO-K1 hM4/Gqi5, Fluo-8 calcium fluorescence, ACh EC20; 0% = ACh EC20, 100% = maximal ACh; activation, % at 3 µM;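 active means activation above its plate's cutoff, the mean activation of sample wells plus 3 SD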; further: some results filed as inactive read as strong as hits
CHRM4 antagonist = antagonists of human muscarinic M4 receptor (CHRM4). inhibition, % at 3 µM. actives 0.73% (n = 360,000). P08173. CHO-hM4 cells, ACh EC80, Fluo-8 calcium fluorescence;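 active means inhibition above its plate's cutoff, the mean inhibition of sample wells plus 3 SD, cut at about 27% in these data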;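 further: 0% = acetylcholine EC80 with DMSO and 100% = DMSO without agonist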
M5 ag = agonists of human muscarinic M5 receptor (CHRM5); CHO-K1 hM5 cells, Fluo-8 calcium fluorescence; 0% DMSO wells, 100% maximal acetylcholine response; activation, % at 3 µM; actives 0.19% (n = 360,000); AID 624037;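 active means activation above the run's mean over test compounds plus 3 SD, cut at about 23% in these data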;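 further: signal is peak over basal fluorescence ratio across the kinetic read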
CHRM5 antagonist = blocks acetylcholine activation of human M5 receptor; actives 0.59% (n = 360,000); inhibition, % at 3 µM; P08912; CHO-hM5 cells, Fluo-8 calcium fluorescence, ACh EC80;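 active means inhibition above a per-plate cutoff, the mean of that plate's test compounds plus 3 SD, cut at about 27% in these data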;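 further: 0% = acetylcholine EC80 with DMSO and 100% = DMSO without agonist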
* marks the source's active call; other numbers are inactive results.

SMILES | M4 ag | CHO-K1 Ca ag | M1 PAM parental | CHO-K1 Ca antag | CHRM5 PAM | CHRM4 PAM | CHRM4 antagonist | M5 ag | CHRM5 antagonist
O=C(CCN1CCCCC1)N=Nc1c(O)[nH]c2ccccc12 | 2.2 | 0.2 | -16.1 | 20.6 | -3.9 | -1.6 | -1.2 | 0.4 | -10.7
COc1ccc(C(=O)N2CCCC2)cc1S(=O)(=O)N1CCC(C)CC1 | 0.1 | 0.1 | 0.6 | 14.6 | -1.0 | 8.2 | 3.3 | -0.6 | 1.3
Cc1ccc(OCC(=O)NC2CCCC(C)C2C)c([N+](=O)[O-])n1 (stereo unspecified) | 2.2 | 0.5 | -17.0 | 0.6 | -4.7 | -2.0 | 4.8 | 4.8 | 13.5
O=C(CCn1c(=O)c2sccc2n(CC(=O)OCc2ccccc2)c1=O)NCc1ccco1 | 16.1 | 5.8 | 7.2 | 2.2 | -13.5 | -3.3 | 4.3 | 4.7 | 12.9
COc1ccc(NC(=O)CSc2ncn[nH]2)c([N+](=O)[O-])c1 | 0.9 | 0.0 | 11.2 | -10.1 | 0.1 | -4.5 | 7.7 | -0.5 | -6.2
Cc1ccccc1OCC(=O)NCCCNC(=O)c1ccccn1 | 1.1 | -0.5 | -1.7 | 1.5 | 4.0 | 16.4* | -15.2 | -2.0 | -2.9
COc1cc(/C=C2\SC(=S)N(CCC(=O)Nc3ccccc3)C2=O)cc(OC)c1OC | 1.6 | 1.1 | 10.6 | -11.7 | -3.8 | -1.9 | -4.8 | 2.3 | 5.6
CCOC(=O)C1=C(C)N=C2SCCC(=O)N2C1c1cccs1 (stereo unspecified) | 0.4 | 0.0 | 2.0 | 0.9 | -6.4 | 1.3 | -3.0 | -7.2 | 1.3
COc1ccccc1C(=O)NCC(=O)N/N=C/c1ccc2c(c1)OCO2 | 4.9 | 3.6 | -6.3 | -7.0 | -6.3 | -0.7 | -1.8 | 0.8 | 8.2
CC1=C(C(=O)Nc2cccnc2)C(c2cccnc2)n2ncnc2N1 (stereo unspecified) | 0.1 | 0.3 | 20.7 | -4.8 | -4.8 | -1.1 | -0.1 | 0.6 | -1.5
Cn1c(SCC(=O)N/N=C/C=C\c2ccccc2[N+](=O)[O-])nc2ccccc21 | 6.2 | 3.2 | 2.0 | -3.8 | -6.0 | -8.1 | 3.8 | -2.3 | 2.3
Clc1cccc(OCCCN2CCCC2)c1Cl | 1.1 | 0.8 | 6.9 | 1.1 | 0.4 | -4.2 | -0.3 | -9.2 | -2.8
COCCNc1nc(N2CCCCC2)c2cnn(C)c2n1 | 0.5 | 0.1 | -4.0 | 7.2 | 18.3* | 0.1 | 2.6 | -1.6 | -25.5
COc1ccc(C)cc1NC(=O)NNC(=O)c1cc2ccccc2cc1O | 4.0 | 1.9 | 14.9 | 3.9 | 16.8 | 17.4 | -7.2 | 5.6 | -5.7
O=C(O)CNc1nc(NCc2ccc(Cl)cc2)ccc1[N+](=O)[O-] | 0.8 | 0.7 | 7.3 | -11.6 | 0.3 | 5.9 | -11.1 | 1.2 | -2.7
CC(C)CNC(=O)C1(C)CCCCCN1C(=O)c1cc2ccccc2s1 (stereo unspecified) | 0.3 | -0.3 | -0.3 | -0.1 | 3.0 | -4.0 | -0.6 | -2.0 | 8.7
COc1ccc(C2CC(C(C)(C)C)=NN2c2ccc(S(N)(=O)=O)cc2)cc1 (stereo unspecified) | -0.5 | 0.5 | -10.6 | 8.3 | -1.7 | -5.6 | 10.9 | -0.7 | 6.3
CCCCOC(=O)CCc1c(C)[nH]c(=O)c(C#N)c1C | 0.5 | 0.0 | 15.4 | -13.7 | 7.8 | 26.1* | -2.0 | -1.3 | -3.2
C=CCn1c(CNC(=O)c2ccccc2F)nnc1SCC(=O)NC(C)c1ccccc1 (stereo unspecified) | -0.2 | -0.2 | -6.1 | -11.3 | -5.6 | -1.4 | 6.9 | -3.8 | 4.0
Cc1c(NC(=O)CCc2ccc(S(=O)(=O)N3CCOCC3)cc2)c(=O)n(-c2ccccc2)n1C | 0.0 | 0.4 | 11.5 | -5.1 | 7.9 | -3.0 | 5.3 | 1.5 | -6.0
Cc1ccc(SCc2cc(=O)c3c(=O)n(-c4ccccc4)[nH]c3[nH]2)cc1 | 0.7 | -0.4 | 22.0 | -7.0 | -6.0 | 5.3 | -4.0 | -2.4 | -1.2
NS(=O)(=O)c1ccc(CCN=C(NS(=O)(=O)c2cccs2)c2ccccc2)cc1 | 0.1 | 0.0 | 11.8 | -10.2 | 6.9 | -7.6 | 7.8 | -5.3 | -0.4
O=C(NCCOC(=O)c1ccc(S(=O)(=O)N2CCOCC2)cc1)c1cccnc1 | 1.6 | 0.5 | 10.4 | -1.7 | -0.2 | 6.7 | -4.1 | 0.9 | 1.3
CCOc1ccc(NC(=O)NCC2CCN(c3ccc(OC)cc3)C2)cc1 (stereo unspecified) | 1.3 | 0.7 | 12.1 | -15.1 | 1.1 | 4.4 | -16.2 | 0.1 | -15.0
CC1(C)CC2CC(C)(CN2C(=O)Cc2ccccc2)C1 (stereo unspecified) | -0.8 | 0.3 | 19.3 | -16.9 | 1.5 | 11.7 | -7.5 | 1.1 | -7.2
CC(NC(=O)c1cc2cc(Cl)ccc2oc1=N)c1ccccc1 (stereo unspecified) | 1.9 | 0.8 | 4.2 | -2.3 | 35.2* | 6.3 | -8.4 | 4.4 | -36.0
O=[N+]([O-])c1ccc(N2CCN(CCO)CC2)cc1Sc1ccccn1 | 1.3 | 0.5 | 20.3 | -5.9 | 0.2 | -1.2 | 0.7 | -1.9 | -0.2
Cc1ccc(-n2nnnc2SCC(=O)NC2CCCc3ccccc32)cc1 (stereo unspecified) | 3.2 | 2.8 | 11.4 | -13.9 | -6.2 | 0.7 | -9.8 | -2.6 | -9.5
COc1ccc(/C=N/c2nc3ccccc3n2C)cc1OC | -0.2 | 0.9 | 17.0 | -9.9 | 2.7 | 3.5 | 12.0 | -1.0 | 4.8
CCS(=O)(=O)N1CCC(C(=O)NCc2ccc(F)cc2)CC1 | 0.9 | 0.1 | 10.0 | -7.9 | 1.6 | 13.6 | -12.3 | 0.0 | -9.8
Cc1cc(-c2c(C)[nH]n(-c3ccc(Cl)cc3)c2=O)n(-c2ccc(Cl)cc2)n1 | 0.4 | 0.4 | 15.6 | -20.4 | -2.7 | 2.5 | 0.6 | 0.3 | -4.9
CCN(CC)c1ccc(/C=N/NC(=O)CNC(=O)c2ccccn2)cc1 | 0.9 | 0.3 | 18.5 | -2.2 | -1.1 | 7.8 | 2.1 | -2.8 | -4.9
CC(C)NC(=O)C1(C)CCN1C(=O)c1cccc(F)c1 (stereo unspecified) | 1.7 | -0.2 | -2.4 | -2.5 | 0.0 | 1.5 | -19.4 | -3.3 | 2.7
COc1cc(C(=O)NCc2nnc(SCC(=O)NCc3ccco3)o2)cc(OC)c1OC | 2.2 | -0.3 | 4.0 | -7.0 | -1.6 | 3.1 | -5.8 | -3.3 | 6.3
CC(=O)N1CCN(S(=O)(=O)c2cccc(C(=O)NC3CCCC(C)C3C)c2)CC1 (stereo unspecified) | 1.2 | 1.0 | -0.8 | 2.0 | -0.6 | 1.3 | -12.5 | -0.6 | 12.5
CN(C)C(=O)N1CCC(C(=O)NCC2CCCO2)CC1 (stereo unspecified) | 1.8 | 0.4 | 12.2 | -23.9 | 7.6 | 14.0 | 0.8 | 1.1 | -1.8
COc1ccc(N2C(=O)CCC(C(=O)NCCN3CCOCC3)C2c2ccc(OC)c(OC)c2)cc1 (stereo unspecified) | 0.3 | 0.4 | -6.1 | 2.9 | 2.7 | -5.6 | 1.8 | -1.1 | 5.7
CC(=O)c1ccc2c3c(cccc13)C(=O)N(c1c(C)nn(C)c1C)C2=O | 1.2 | 1.9 | 11.9 | -2.5 | -1.2 | 2.7 | -1.2 | 1.4 | 0.6
COc1ccc(NC(=O)NC2(C(=O)N3CCOCC3)CCCCC2)cc1 | 1.6 | 0.4 | -2.3 | 12.3 | -4.6 | -3.4 | 8.4 | -3.1 | 13.6
CC1=C(C(=O)N(C)C)CC(CC(=O)NC2CCCCC2)C(=O)N1CCC1=CCCCC1 (stereo unspecified) | 0.7 | -0.3 | -4.6 | 3.0 | 3.7 | -7.5 | -4.5 | 1.9 | -8.6

Grouped by structure: the compounds so far containing a Cl atom
SMILES | M4 ag | CHO-K1 Ca ag | M1 PAM parental | CHO-K1 Ca antag | CHRM5 PAM | CHRM4 PAM | CHRM4 antagonist | M5 ag | CHRM5 antagonist
Clc1cccc(OCCCN2CCCC2)c1Cl | 1.1 | 0.8 | 6.9 | 1.1 | 0.4 | -4.2 | -0.3 | -9.2 | -2.8
O=C(O)CNc1nc(NCc2ccc(Cl)cc2)ccc1[N+](=O)[O-] | 0.8 | 0.7 | 7.3 | -11.6 | 0.3 | 5.9 | -11.1 | 1.2 | -2.7
CC(NC(=O)c1cc2cc(Cl)ccc2oc1=N)c1ccccc1 (stereo unspecified) | 1.9 | 0.8 | 4.2 | -2.3 | 35.2* | 6.3 | -8.4 | 4.4 | -36.0
Cc1cc(-c2c(C)[nH]n(-c3ccc(Cl)cc3)c2=O)n(-c2ccc(Cl)cc2)n1 | 0.4 | 0.4 | 15.6 | -20.4 | -2.7 | 2.5 | 0.6 | 0.3 | -4.9

One compound at a time (already shown). Values in the order: M4 ag	CHO-K1 Ca ag	M1 PAM parental	CHO-K1 Ca antag	CHRM5 PAM	CHRM4 PAM	CHRM4 antagonist	M5 ag	CHRM5 antagonist
Cc1ccc(SCc2cc(=O)c3c(=O)n(-c4ccccc4)[nH]c3[nH]2)cc1 is listed as 0.7	-0.4	22.0	-7.0	-6.0	5.3	-4.0	-2.4	-1.2
CCN(CC)c1ccc(/C=N/NC(=O)CNC(=O)c2ccccn2)cc1 is listed as 0.9	0.3	18.5	-2.2	-1.1	7.8	2.1	-2.8	-4.9

More records.
SMILES | M4 ag | CHO-K1 Ca ag | M1 PAM parental | CHO-K1 Ca antag | CHRM5 PAM | CHRM4 PAM | CHRM4 antagonist | M5 ag | CHRM5 antagonist
CCOC(=O)C1=C(C)C2C3C(=O)N(c4ccc(C)cc4C)C(=O)C3C1(C)C1C(=O)N(c3ccc(C)cc3C)C(=O)C21 (stereo unspecified) | 0.5 | 0.1 | 11.7 | -3.9 | -5.8 | -4.3 | 7.1 | -2.9 | 1.6
COc1ccc(-c2csc(NCCc3nc4cc(Cl)c(N5CCCCC5)cc4n3CCOCCO)n2)cc1 | 7.3 | 0.3 | 21.2 | -22.0 | -2.3 | -3.2 | 8.5 | 0.5 | 10.1
Cc1ccc(CN2CCN(c3cccc4[nH]ccc34)CC2)cc1 | 2.0 | 3.5 | -0.5 | -9.9 | 2.0 | 2.2 | -1.8 | -1.6 | 3.1
COC(=O)c1ccc(C)c(NC(=O)CCCN2C(=O)CN(C)C2=O)c1 | 0.6 | 0.6 | 15.9 | -16.7 | 3.9 | -1.0 | 1.5 | 0.0 | 14.9
COc1ccc(OCC(O)CNC(=O)Nc2cc(C)cc(C)c2)cc1 (stereo unspecified) | 1.2 | 1.8 | 15.3 | -5.9 | 2.3 | 12.6 | 3.4 | 2.5 | 10.0
COc1ccc([C@@H]2[C@@H]3C(=O)N(C(C)(C)C)C(=O)[C@@H]3[C@]3(Cc4ccc(Cl)cc4)C(=O)N(c4ccc(Br)cc4)C(=O)N23)cc1 | 2.6 | 1.3 | 6.4 | -14.2 | -5.8 | 9.9 | -16.1 | 3.1 | 11.2
CC1(C)CC(NC(=S)Nc2ccc([N+](=O)[O-])cc2)CC(C)(C)N1 | -0.5 | 0.6 | 12.8 | -6.6 | -0.6 | -2.2 | -1.1 | 2.5 | 14.8

From PubChem
